# Screens (PubChem)
# D3 ag: qHTS of D3 Dopamine Receptor Agonist: qHTS; AID 652048, 2013; max activation, %; D3R DiscoveRx beta-arrestin cells, luminescence, 90 min; D(3) dopamine receptor (Homo sapiens), P35462; 410,000 tested, 0.58% active; in the data active means max activation above about 30%; further: 0% is about no effect; mostly tested at two doses, the higher about 12 µM
# Target sequence (P35462 whole entry, looked up): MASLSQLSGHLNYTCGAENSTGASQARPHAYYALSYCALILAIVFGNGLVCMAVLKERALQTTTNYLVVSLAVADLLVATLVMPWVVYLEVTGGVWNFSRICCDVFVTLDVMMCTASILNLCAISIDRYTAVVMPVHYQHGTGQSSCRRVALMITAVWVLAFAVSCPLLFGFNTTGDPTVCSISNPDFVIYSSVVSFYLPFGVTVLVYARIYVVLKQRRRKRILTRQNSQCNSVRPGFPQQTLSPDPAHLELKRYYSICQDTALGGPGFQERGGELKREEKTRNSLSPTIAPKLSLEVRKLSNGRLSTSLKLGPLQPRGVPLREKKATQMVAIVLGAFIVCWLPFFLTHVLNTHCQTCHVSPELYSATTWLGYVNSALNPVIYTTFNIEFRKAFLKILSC
#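 Agonist mode: compounds and dopamine controls were applied to plated cells for 90 min at 37 degrees C after an overnight attachment at 1500 cells/well. Luminescent read-out followed 30 - 60 minutes at room temperature with DiscoveRx detection reagent.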
# KB-V1 MDR tox: qHTS assay for MDR1-selective chemotherapeutics: Primary screen using the drug-selected MDR subline cells KB-V1; KB-V1 MDR cells viability, CellTiter-Glo, 72 h; Potency, µM (titrated, usually from 46.1 µM), for the others: at the highest dose activity change, negative = cytotoxicity, usual class: cytotoxic; AID 1347076, 2019; 400,000 tested, 3.4% active; further: potency means the concentration at half of the fitted maximal effect; on the % scale 0 is the no-effect control and ±100 the full control effect; nearly all actives have a fitted effect of over 60% in size
#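 KB-V1 MDR subline cells in DMEM (phenol-red free, 10% FBS) exposed to compounds in qHTS concentration series for 72 h at 37 degrees C. Viability read by CellTiter-Glo luminescence; concentration-effect curves fitted after normalization and correction.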
# SW480 rereplic: A quantitative high throughput screen for small molecules that induce DNA re-replication in SW480 colon adenocarcinoma cells | SW480 DNA re-replication, Hoechst DNA content imaging, 48 h | Potency, µM (highest dose often 46.1 µM), for the others: at the top dose re-replication activation, hits mostly activators | 340,000 tested, 1.8% active; further: potency means the concentration at half of the fitted maximal effect; % of control where 0% means no effect; nearly all actives have a fitted effect of over 55% in size
#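 Readout is total intensity of Hoechst-stained nuclei, excited at 405 nm and collected at 500-530 nm. Compound treatment lasted 48 hr at 37 C in 5% CO2 before staining.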
# MCF10A rereplic: A quantitative high throughput screen for small molecules that induce DNA re-replication in MCF 10a normal breast cells | MCF 10A DNA re-replication, Hoechst nuclear intensity, 48 h | Potency, µM (series often up to 46.1 µM), without a hit: at the top dose activity, positive = re-replication, hits mostly activators | 350,000 tested, 2.9% active | AID 624296, 2012; further: potency means the concentration at half of the fitted maximal effect; % of control where 0% means no effect; nearly all actives have a fitted effect of over 50% in size
# HT1080 IDH1KD tx: qHTS for induction of synthetic lethality in tumor cells producing 2HG: qHTS for the HT-1080-IDH1KD cell line. HT-1080 IDH1 knockdown viability, ATP luminescence, 48 h. Potency, µM (doses to about 46.1 µM), for inactives: at the highest dose activity, negative = toxicity, actives largely listed as cytotoxic. 360,000 tested, 2% active. AID 686971, 2013;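 further: potency means the concentration at half of the fitted maximal effect; 0% = DMSO wells and -100% = cell-free medium wells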
#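 Luminescent ATP read-out (CellTiter-Glo, 10 min at room temperature) after 48 h compound exposure at 37 °C gave viability of IDH1-knockdown HT-1080 cells. Activity was normalised to DMSO and cell-free wells, then fitted as concentration-response curves.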
# HEK293 tox: qHTS of GLP-1 Receptor Inverse Agonists: Cytotox Screen. Potency, µM (top dose mostly 38.3 µM), inactives show at the highest dose activity change, negative = inhibition, hits mostly inhibitors. 410,000 tested, 0.13% active. HEK293 cAMP-luciferase reporter cells, luminescence, 24 h;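 further: loss of luciferase light is scored as toxicity; potency means the concentration at half of the fitted maximal effect; on the % scale 0 is the no-effect control and ±100 the full control effect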
#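 Compound-treated cells are incubated 24 hr at 37 deg C under 5% CO2 after a 12 hour attachment period, then luciferase detection reagent is added and luminescence is measured following 12 min at room temperature; lowered signal indicates toxicity.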
# IL1B secr inh: qHTS for Inhibitors of Inflammasome Signaling: IL-1-beta AlphaLISA Primary Screen. THP-1 LPS/ATP IL-1B secretion, AlphaLISA, 16 h; stronger effect = lower value. activity change, % at 57.5 µM. 360,000 tested, 4.7% active. AID 743279, 2014; in the data active means activity change below about -50%; inconclusive means mostly about -30% to -49%; further: on the % scale 0 is the no-effect control and ±100 the full control effect
#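 THP-1 cells pretreated 1 hr with compounds (up to 57.5 uM final), then stimulated with LPS (250 ng/mL final) plus ATP (1.25 mM final); secreted IL-1B measured by AlphaLISA after 16 hr, decreased signal indicating inhibition.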
# KB-3-1 tox: qHTS assay for MDR1-selective chemotherapeutics: Primary screen using the parental adenocarcinoma cell KB-3-1; KB-3-1 viability, CellTiter-Glo ATP luminescence, 72 h; Potency, µM (titrated, usually from 46.1 µM), without a hit: at the top dose activity change, negative = cytotoxic, most hits filed as cytotoxic; 400,000 tested, 1.4% active; AID 1347075, 2019; further: potency means the concentration at half of the fitted maximal effect; on the % scale 0 is the no-effect control and ±100 the full control effect; nearly all actives have a fitted effect of over 60% in size
#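 Luminescent ATP read-out (CellTiter-Glo) measures survival of drug-naive KB-3-1 cells after 72 h compound exposure at 37 °C. Titration series was screened from lowest to highest concentration, with DMSO vehicle plates as background controls.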
# HT1080NT lethal: qHTS for induction of synthetic lethality in tumor cells producing 2HG: qHTS for the HT-1080-NT fibrosarcoma cell line | Potency, µM (titrated, usually from 46.1 µM), inactives show at the top dose activity, negative = less viability, hits mostly cytotoxic | 360,000 tested, 1.6% active | HT-1080-NT fibrosarcoma viability, CellTiter-Glo ATP luminescence, 48 h;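 further: NT is the 2HG producing partner of a matched IDH1 knockdown line; potency means the concentration at half of the fitted maximal effect; 0% = DMSO-treated cells and -100% = media-only wells without cells; nearly all actives have a fitted effect of over 55% in size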
#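 Viability of the 2HG-overproducing fibrosarcoma line after 48 hours of compound exposure at 37 degrees C was determined by luminescence with CellTiter-Glo, and concentration-effect curves were then fitted and categorized.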
# Active calls of the source: *; u = inconclusive; x = no result given; [ ] = dose if it differs, or a comment. Unless noted, the call rests on the fitted dose curve; in most records, active means well fitted curve in the direction sought with a large enough effect; inconclusive means small, poorly fitted or top-dose-only effect, or another doubt; inactive means no such curve, though single readings can be large; an effect the other way counts as inactive or inconclusive.
# Screens in order – D3 ag	KB-V1 MDR tox	SW480 rereplic	MCF10A rereplic	HT1080 IDH1KD tx	HEK293 tox	IL1B secr inh	KB-3-1 tox	HT1080NT lethal
1: Nc1nnc(SCC(=O)N2CCN(Cc3ccccc3)CC2)s1
  -4	4%	-1%	-3%	11%	24%	20	0%	5%
2: NS(=O)(=O)c1ccc(CCNC(=O)CCCC2=NS(=O)(=O)c3ccccc3N2)cc1
  -5	1%	1%	12%	24%	22%	2	21%	20%
3: COc1ccc(N(Cc2cccs2)C(=O)c2ccco2)cc1
  4	u	x	x	x	-22%	x	-6%	x
4: CCC(C)NS(=O)(=O)c1ccc(NC(=O)CNCc2cccs2)cc1 (stereo unspecified)
  -2	0%	13%	13%	-12%	-6%	25	0%	-23%
5: COc1cc(/C=C2\SC(=O)NC2=O)ccc1OCC(=O)N1CCOCC1
  5	u	-7%	1%	0%	-9%	2	-13%	-2%
6: CCN1CCCC1CNC(=O)c1cc(S(=O)(=O)N(C)C)ccc1Cl (stereo unspecified)
  -14	29%	-8%	-11%	6%	5%	1	-3%	11%
7: Oc1[nH]c2ccc(Br)cc2c1N=NC(=S)N1CCOCC1
  -7	-6%	u	29%	1µM*	0%	158	0%	u
8: O=C(NCc1cccnc1)C1CC(=O)N(c2ccc(F)cc2)C1 (stereo unspecified)
  -5	9%	-3%[9.22 µM]	-4%	-5%	-3%	24	2%	-2%
9: C=CCNC(=O)CSc1nnc(-c2ccccc2Cl)n1-c1c(C)n(C)n(-c2ccccc2)c1=O
  -6	-2%	-4%	-5%	-3%	-10%	16	3%	3%
10: CCc1cc(=O)[nH]c(SCC(=O)N2CCC(Cc3ccccc3)CC2)n1
  -20	u	u	u	3%	10%	15	6%	6%
11: CC1(C(=O)NS(=O)(=O)c2ccccc2)CCN1C(=O)c1ccccc1CCc1ccccc1 (stereo unspecified)
  -5	2%	x	x	0%	2%	22	0%	1%
12: CCOc1ccc(Nc2oc(-c3ccc(COc4ccc(C)cc4)o3)nc2C#N)cc1
  6	0%	x	x	x	-2%	x	-2%	x
13: N#CC12CCCCC1CC1CCCCC1(C#N)N2N (stereo unspecified)
  -12	3%	-10%	1%	-5%	0%	-9	23%	-7%
14: COc1ccccc1-c1oc2ccccc2c1C#CC1(N)CCCCC1
  -7	u	u	u	-6%	-26%	u	u	-12%
15: CCOC(=O)C1CCN(C2=NC(=O)/C(=C/c3ccccc3OC)S2)CC1
  -13	-5%	-3%	-4%	4%	-8%	15	-2%	2%
16: COc1ccc(NC(=O)CCc2nc(-c3ccc(C)cc3)no2)cc1Cl
  12	1%	-3%	19%	-21%	-8%	3	-4%	-6%
17: COc1ccc(Br)c(-c2nnc(CS(=O)(=O)c3ccccc3)o2)c1
  -3	-18%	u	-3%	0%	-1%	-9	-10%	-7%
18: O=C(Nc1ccc(-c2nc3cc(NC(=O)c4cccs4)ccc3o2)cc1)c1cccs1
  5	u	u	-2%	7%	6%	4	u	7%
19: CCc1cc(=O)oc2cc(C)cc(OCC(=O)NCC3CCC(C(=O)O)CC3)c12 (stereo unspecified)
  2	0%	-61%[inhibitor]	-3%	5%	-2%	5	0%	3%
20: COc1cccc(NC(=O)CN(C)C(=O)c2cc3c(s2)CCCC3)c1
  4	-2%	-26%	0%	-1%	6%	13	2%	1%
21: NC(=O)C1(c2ccccc2)CCC(=O)N1c1ccccc1 (stereo unspecified)
  6	2%	-5%	-8%	2%	0%	x	-3%	17%
22: CCOc1ccccc1NC(=O)c1cc(C(=O)c2cc(Br)ccc2O)coc1=N
  -9	u	u	7.3µM*	-28%	-27%	-86*	u	-11%
23: CC(C)(C)N(Cc1cc2ccccc2[nH]c1=O)C(=O)C1CCCCC1
  2	0%	1%	-27%	13%	5%	-5	1%	13%
24: Cc1nccn1CC(=O)O
  -11	12%	-2%	-1%	3%	-12%	12	0%	15%
25: CCCN(CCC)C(=O)c1c(NC(=O)CC)sc2c1CCCCC2
  -5	u	1%	17%	-10%	-11%	-25	-1%	0%
26: C=CCn1c(SCC(=O)OCC)nc2cc(C(=O)NCc3ccco3)ccc2c1=O
  0	-16%	-15%	27%	7%	-9%	34	-2%	11%
27: CCn1c2ccccc2c2cc(NC(=O)COC(=O)c3ccccc3F)ccc21
  6	2%	-7%	1%	0%	-1%[1.53 µM]	12	0%	6%
28: Cc1cnc(C)c(N2CCC(C(=O)NC(C)c3cccs3)CC2)n1 (stereo unspecified)
  -1	-15%	2%	0%	-2%	-24%	68	0%	-8%
29: CCc1c(O)nc(SCC(=O)Nc2ccccc2)n(-c2ccccc2)c1=O
  10	1%	21µM*	3.7µM*	2%	3%	28	0%	-1%
30: Cc1onc(-c2c(F)cccc2Cl)c1C(=O)NCCc1ccncc1
  5	-3%	-2%	2%	-2%	-2%	0	18%	1%
31: COc1ccc(S(=O)(=O)N2CC(O)CC2C(=O)Nc2cccnc2)cc1 (stereo unspecified)
  -13	15%	-1%	-2%	1%	u	2	9%	15%
32: CC[C@]12c3[nH]c4cc(CCC(=O)N(C)C)ccc4c3CCN1C(=O)[C@@H](CC(=O)NCCCn1ccnc1)C[C@@H]2C(=O)N1CCN(C(=O)c2ccco2)CC1
  4	25%	-2%	-7%	8%	-11%	24	25%	10%
33: Cc1cc(/C([O-])=C(/C(=S)Nc2ccc(F)cc2)[n+]2ccccc2)c(C)n1Cc1ccccc1Cl
  -3	-22%	-12%	u	3%	5%	3	-2%	0%
34: O=C(CN1C(=O)NC2(CCCCCCC2)C1=O)NC1CCCc2ccccc21 (stereo unspecified)
  -7	-17%	x	-5%	15%	16%	0	0%	12%
35: O=c1c2c(-c3cccc([N+](=O)[O-])c3)ccnc2[nH]n1-c1ccccc1
  -2	26%	-14%	-2%	-1%	-2%	-20	9%	1%
36: Cc1cc(OCc2nnc(SCC(=O)OC3CCCCC3)o2)ccc1Cl
  3	19%	-12%	326%[0.0737 µM]	2%	-1%	10	-2%	2%
37: CN(Cc1ccc(F)cc1)C(=O)C(c1ccccc1)c1ccccc1
  -5	-27%	u	-10%	-5%	-15%	u	-3%	0%
38: O=C(c1ccc2c3c(cccc13)CC2)C1CCCN(C(=O)c2cccnc2)C1 (stereo unspecified)
  -2	u	-1%	6%	-8%	-4%	1	-18%	-1%
39: O=C1NNC(c2ccccc2)=N/C1=C\c1ccco1
  -10	0%	1%	0%	-8%	1%	-6	9%	-1%
40: O=C(Nc1ccccc1)N1CC=C(c2ccc(F)cc2)CC1
  -14	u	0%	5%	-6%	-9%	0	-26%	-8%

# Laid out differently: entries from further up
no.	mol	D3 ag	KB-V1 MDR tox	SW480 rereplic	MCF10A rereplic	HT1080 IDH1KD tx	HEK293 tox	IL1B secr inh	KB-3-1 tox	HT1080NT lethal
29	CCc1c(O)nc(SCC(=O)Nc2ccccc2)n(-c2ccccc2)c1=O	10	1%	21µM*	3.7µM*	2%	3%	28	0%	-1%
30	Cc1onc(-c2c(F)cccc2Cl)c1C(=O)NCCc1ccncc1	5	-3%	-2%	2%	-2%	-2%	0	18%	1%
31	COc1ccc(S(=O)(=O)N2CC(O)CC2C(=O)Nc2cccnc2)cc1 (stereo unspecified)	-13	15%	-1%	-2%	1%	u	2	9%	15%
32	CC[C@]12c3[nH]c4cc(CCC(=O)N(C)C)ccc4c3CCN1C(=O)[C@@H](CC(=O)NCCCn1ccnc1)C[C@@H]2C(=O)N1CCN(C(=O)c2ccco2)CC1	4	25%	-2%	-7%	8%	-11%	24	25%	10%

# The results go on.
# Screens in order – D3 ag	KB-V1 MDR tox	SW480 rereplic	MCF10A rereplic	HT1080 IDH1KD tx	HEK293 tox	IL1B secr inh	KB-3-1 tox	HT1080NT lethal
41: Cc1ccc(S(=O)(=O)c2c(C)nn(-c3ccccc3)c2OC(=O)c2ccccc2F)cc1
  -3	34%	x	x	x	-1%	x	0%	x
42: COc1ccccc1C(O)Cc1nc2ccccc2n1C (stereo unspecified)
  4	-12%	0%	3%	13%	-1%	-7	5%	20%
43: Cc1c(Cl)cccc1NC(=O)CCOc1ccccc1
  -16	17%	x	x	x	5%	x	18%	x
44: CSc1ccc(CN(C)C(=O)c2ccc(S(=O)(=O)Nc3c(C)n(C)n(-c4ccccc4)c3=O)cc2)cc1
  -4	0%	-5%	4%	4%	-3%	-5	8%	-1%
45: COc1ccc(/C(O)=C2/C(=O)C(=O)N(CCN(C)C)C2c2ccccc2)cc1Cl (stereo unspecified)
  6	u	-1%	-2%	19%	-2%	4	25%	20%
46: CC(=O)N/C(=C/c1ccc2c(c1)OCO2)C(=O)O
  2	2%	1%	1%	21%	0%	26	13%	9%
47: CC1=CC=CC2=NC(=O)CC(C)(C(=O)N(CC(=O)NC3CCCC3)c3ccc(F)cc3)N12 (stereo unspecified)
  3	2%	-1%	-2%	24%	6%	42	5%	7%
48: CCOC(=O)N1CCC(NC(=O)c2ccc3c(c2)ncn3C2CCCC2)CC1
  1	1%	0%	8%	1%	1%	-9	-2%	7%
49: OCCCNC(=S)NC1CCCC1
  2	u	4%	5%	16%	5%	1	9%	20%
50: CCN(CC)CCN(C(=O)CN1C(=O)CCC1=O)c1nc2cc3c(cc2s1)OCO3
  -17	-1%	-3%	0%	7%	-6%	-16	0%	4%
51: OCCN1CCN(CCO)C1=S
  0	0%	-5%	-4%	7%	-4%	16	-8%	8%
52: COc1ccc(N2CCN(C(c3nnnn3CCc3ccccc3)C(C)C)CC2)cc1 (stereo unspecified)
  2	-26%	-3%[9.22 µM]	-4%	-3%	-15%	-23	u	-4%
